Bioassay records: PubChem BioAssay, National Center for Advancing Translational Sciences (NCATS)
15-hLO inh: blocks human 15-lipoxygenase activity; P16050; purified 15hLO-1, xylenol orange hydroperoxide absorbance; Potency, µM (series often up to 57.1 µM), for the others: top-dose activity change, negative = inhibition, usual class: inhibitors; 74,000 tested, 1.4% active; AID 887; note: potency is the fitted concentration of half-maximal effect; % is set by controls: 0 for no effect and ±100 for the full control effect; nearly all actives have a fitted effect of over 55% in size
Target sequence (P16050 whole entry, looked up): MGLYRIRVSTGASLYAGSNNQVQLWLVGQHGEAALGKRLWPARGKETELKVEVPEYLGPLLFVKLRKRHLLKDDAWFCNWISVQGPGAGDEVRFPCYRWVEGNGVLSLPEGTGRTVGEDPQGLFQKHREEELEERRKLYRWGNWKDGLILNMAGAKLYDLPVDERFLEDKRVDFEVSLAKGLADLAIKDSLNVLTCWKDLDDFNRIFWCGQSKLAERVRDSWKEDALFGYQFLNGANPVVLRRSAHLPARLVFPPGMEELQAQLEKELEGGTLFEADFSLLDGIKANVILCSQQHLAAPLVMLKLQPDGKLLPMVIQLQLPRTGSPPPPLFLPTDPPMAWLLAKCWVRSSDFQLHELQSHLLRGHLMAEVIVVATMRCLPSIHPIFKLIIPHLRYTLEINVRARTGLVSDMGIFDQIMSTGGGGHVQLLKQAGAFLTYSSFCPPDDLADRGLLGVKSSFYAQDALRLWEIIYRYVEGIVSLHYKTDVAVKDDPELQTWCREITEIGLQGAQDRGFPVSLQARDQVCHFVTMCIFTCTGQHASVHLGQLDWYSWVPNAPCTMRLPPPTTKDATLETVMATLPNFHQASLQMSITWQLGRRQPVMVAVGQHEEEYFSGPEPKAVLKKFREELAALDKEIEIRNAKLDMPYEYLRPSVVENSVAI
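Compounds were preincubated 15 min at room temperature with 40 nM purified human enzyme (25 mM Hepes pH 7.5, 0.01% Triton X-100); 50 uM arachidonic acid reacted 6 min. Fe-xylenol orange detection, 30 min, absorbance ratio 573/405 nm.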
FLuc inh: blocks Photinus pyralis firefly luciferase activity; purified firefly luciferase, luminescence, 8 min; Potency, µM (series often up to 57.1 µM), inactives show top-dose activity change, negative = inhibition, most hits filed as inhibitors; 72,000 tested, 2.2% active; note: potency is the fitted concentration of half-maximal effect; % is set by controls: 0 for no effect and ±100 for the full control effect; nearly all actives have a fitted effect of over 40% in size
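Firefly luciferase (PKLight detection mix) with 10 uM ATP in pH 7.2 imidazole buffer (KCl, MgCl2, Tween 20, BSA). Compounds tested across a concentration series (qHTS). Luminescence read after 8 min at ambient temperature.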
Rhodamine autofl: rhodamine region autofluorescence | AID 594 | Rhodamine-region fluorescence, 547/598 nm, Tris buffer; stronger effect = higher value | max dye-equivalent concentration, M | 59,000 tested, 0.05% active; in the data active = max dye-equivalent concentration above about 11 nM; inconclusive = between about 1.1 nM and that limit
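Steps: pin-transfer compounds into pH 8.0 Tris (100 mM), hold 15 min at room temperature, image with a 547/598 nm filter pair, and convert intensities to rhodamine-equivalent concentration using a six-point on-plate rhodamine series.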
TexasRed autofl: compounds fluorescent in Texas Red spectral region. 59,000 tested, 0.06% active. Compound fluorescence, Texas Red channel, 547/618 nm; stronger effect = higher value. max dye-equivalent concentration, M; in the data active = max dye-equivalent concentration above about 10 nM; inconclusive = between about 1.1 nM and that limit
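Compound fluorescence was read after 15 min at room temperature in 100 mM Tris, pH 8.0, using 547 nm excitation and 618 nm emission across a concentration series. It was expressed as Texas Red dye-equivalent concentration from an on-plate standard curve.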
HBB splicing: alters splicing of the hemoglobin beta chain | HBB splicing reporter cell assay, activation; EGFP reporter with mutant IVS2-654 intron; response scale: normalised to 500 nM splice-correcting PNA | Potency, µM (top dose mostly 46.1 µM), without a hit: at the top dose activation, usual class: activators | 65,000 tested, 0.06% active; note: potency is the fitted concentration of half-maximal effect; 0% is about no effect
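HeLa cells stably expressing EGFP interrupted by mutant beta-globin intron 2 (IVS2-654), 500/well in 2% FCS. Treated with compound for 2 days at 37C. Splicing correction scored as total well GFP intensity (488 nm excitation, 500-520 nm emission); 500 nM antisense PNA served as control.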
ERK AVP inh: blocks ERK signaling stimulated by vasopressin; HEK293-V1b, vasopressin-stimulated pERK AlphaScreen; Potency, µM (highest dose often 57.5 µM), for inactives: at the top dose activity, negative = inhibition, usual class: inhibitors; 72,000 tested, 0.99% active; note: potency is the fitted concentration of half-maximal effect; % is set by controls: 0 for no effect and ±100 for the full control effect; nearly all actives have a fitted effect of over 55% in size
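V1b-HEK293 cells; cpd 30 min 37C; 25 nM vasopressin 5 min; lyse 10 min; AlphaScreen beads 5 hr RT. Normalized to DMSO basal and 25 nM vasopressin; AC50 by Hill fit.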
CRE Fsk mod: modulators of forskolin-stimulated CRE signaling in CHO cells; CHO CRE-bla reporter (cAMP response element driving beta-lactamase), forskolin EC10, beta-lactamase ratio; Potency, µM (titrated, usually from 38.2 µM), inactives show at the top dose activity change, negative = inhibition, actives largely listed as activators; 71,000 tested, 2.5% active; AID 662; active = well fitted activation curve with a large enough effect in the signal ratio, with a control signal flat, not every such curve was filed as active; inconclusive = small, poorly fitted or top-dose-only effect, or effect the other way, or a change in a side signal; the % refers to the signal ratio; note: potency is the fitted concentration of half-maximal effect; % of control where 0% means no effect
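qHTS titration format; CRE-bla CHO reporter; stimulus EC10 NKH 477, a water-soluble forskolin. Read: CCF4 460/530 nm ratio. Potency expressed as AC50 for activators or inhibitors.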
Pol III holo inh: DNA polymerase III holoenzyme inhibition. reconstituted DNA polymerase III holoenzyme replication, biochemical. Potency, µM (highest dose often 57.1 µM), for inactives: top-dose activity change, negative = inhibition. 71,000 tested, 0.25% active. AID 603; note: potency is the fitted concentration of half-maximal effect; % is set by controls: 0 for no effect and ±100 for the full control effect
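Reconstituted *E. coli* holoenzyme (0.35 nM Pol III, 1 nM beta, 154 nM SSB, 2 nM primase) was preincubated with compound for 15 min at RT. Synthesis on 1.4 nM ssM13Gori ran 35 min, then was stopped with PicoGreen/EDTA and read as dsDNA fluorescence.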
HADH2 inhib: inhibitors of human HADH2 dehydrogenase. recombinant HADH2, NADH fluorescence, beta-hydroxybutyryl-CoA. Potency, µM (highest dose often 57.1 µM), for inactives: top-dose activity change, negative = inhibition, usual class: inhibitors. 73,000 tested, 3.4% active; note: potency is the fitted concentration of half-maximal effect; % is set by controls: 0 for no effect and ±100 for the full control effect; nearly all actives have a fitted effect of over 60% in size; many of its hits are not listed in these tables
Target sequence (Q99714 whole entry, looked up, one chain of several): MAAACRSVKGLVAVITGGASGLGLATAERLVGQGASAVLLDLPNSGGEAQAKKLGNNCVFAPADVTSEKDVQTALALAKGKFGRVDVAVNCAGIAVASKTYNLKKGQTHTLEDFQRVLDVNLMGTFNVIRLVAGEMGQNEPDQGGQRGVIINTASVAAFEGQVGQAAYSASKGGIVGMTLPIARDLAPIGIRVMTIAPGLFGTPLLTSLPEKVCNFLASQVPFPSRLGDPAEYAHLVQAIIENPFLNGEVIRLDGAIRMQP
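Buffer 100 mM Tris-HCl pH 9.0/0.01% Tween-20; HADH2 20 nM; NAD+ 1 mM; beta-hydroxybutyryl-CoA 90 uM (all final). 15 min cpd preincubation, RT.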
Tau filament bind: binds recombinant human tau filaments. Potency, µM (series often up to 57.1 µM), for the others: top-dose activity change, negative = inhibition. 71,000 tested, 2% active. recombinant tau filaments, thioflavin S fluorescence, 15 h; filaments grown with octadecylsulfate alongside compound;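 note: potency is the fitted concentration of half-maximal effect; % is set by controls: 0 for no effect and ±100 for the full control effect; actives lower thioflavin S fluorescence by blocking filaments or displacing dye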
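Recombinant tau protein (human, 1 uM final) plus 30 uM ODS in HEPES pH 7.4 with NaCl, DTT and thioflavine S. Compound present from the start; fluorescence at 510 nm after 15 h, 37 C.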
Hsp90 Hop PPI: changes Hsp90-Hop TPR2A binding signal, up or down | AlphaScreen TPR2A-His6 binding biotin-Hsp90 C-terminal peptide | Potency, µM (doses to about 57 µM), without a hit: at the top dose activity change, negative = inhibition | 71,000 tested, 0.44% active | AID 595; active = well fitted curve in either direction with a large enough effect; inconclusive = small, poorly fitted or top-dose-only effect, or another doubt; note: potency is the fitted concentration of half-maximal effect; % is set by controls: 0 for no effect and ±100 for the full control effect; many of its hits are not listed in these tables
* hit, by the source's call; i = inactive; ? = inconclusive; / = not tested or not shown; [ ] = dose if it differs, or a comment. Unless noted, calls come from the whole dose curve; as a rule, active = well fitted curve in the direction sought with a large enough effect; inconclusive = small, poorly fitted or top-dose-only effect, or another doubt; inactive = no such curve, though single readings can be large; an effect the other way counts as inactive or inconclusive.

SMILES	15-hLO inh	FLuc inh	Rhodamine autofl	TexasRed autofl	HBB splicing	ERK AVP inh	CRE Fsk mod	Pol III holo inh	HADH2 inhib	Tau filament bind	Hsp90 Hop PPI
O=CNc1ccccc1Oc1ccccc1	3.9%	0.4%	/	/	0.5%	-3.0%	1.8%	-3.2%	1.6%	-6.9%	-5.0%
O=C(CSc1ncnc2sc3c(c12)CCCC3)c1ccco1	-12.3%	31.6µM*	i	?	-2.2%	-5.2%	?	-5.5%	-13.5%	15.7%	5.3%
COc1ccc(S(=O)(=O)N(Cc2ccccc2)Cc2nc(-c3ccccc3)no2)cc1	-10.9%	0.6%	i	i	-0.5%	40.8%[activator]	?	10.2%	9.1%	4.4%	?
OCCN1CCN(c2ncnc3nc[nH]c23)CC1	?	2.4%	/	/	-1.0%	/	?	0.8%	?	25.1µM*	-4.6%
CCN(CC)c1ccc(-c2nn3c(-c4ccccc4OC)nnc3s2)cc1	-14.6%	-6.1%	i	?	1.2%	?	?	-1.0%	-139.8%	410.3%	?
CC1(C)CC2CC(C)(CN2C(=O)c2cccs2)C1 (stereo not given)	-6.1%	0.6%	i	?	-0.2%	-5.3%	-0.2%	-3.7%	-26.2%	0.9%	1.2%
CCCS(=O)(=O)N1CCC(C(=O)N2CCC(Cc3ccccc3)CC2)CC1	-19.7%	1.6%	i	i	-1.9%	18.1%	-21.0%	-1.9%	-6.9%	-4.1%	-6.5%
COc1ccc(OC)c(NC(=O)c2cc(-c3ccc(C)cc3O)n[nH]2)c1	-7.5%	-0.3%	i	?	-5.8%[0.369 µM]	-18.7%	?	1.3%	5.9%	44.9%	-4.8%
O=C(Oc1ccc2c(c1)OCO2)c1cc2c(s1)CCC2	20µM*	?	i	i	0.6%[57.5 µM]	-11.9%	8.9%	-28.8%	-27.2%	-29.7%	15.4%
COc1ccccc1NC(=O)C1=C(C)NC2=C(C(=O)CCC2)C1c1ccc(C)o1 (stereo not given)	-2.4%	2.1%	i	?	/	-15.5%	-1.9%	-1.1%	-1.4%	0.5%	-6.9%
CN(C)Cc1cc(C(C)(C)C)cc(CNC2CCCCC2)c1O	16.8%[11.4 µM]	2.8%[11.4 µM]	i	?	0.7%[9.22 µM]	-8.1%[11.5 µM]	-1.0%[7.6 µM]	-11.3%[11.4 µM]	8.6%[11.4 µM]	0.2%[11.4 µM]	-0.6%[11 µM]
c1cc(-c2noc(CC3CCCCC3)n2)ccn1	10.3%	-3.2%	i	?	4.2%[0.369 µM]	-7.8%	-6.5%	0.9%	-4.7%	3.0%	-0.6%
COCCCNC(=O)c1cccc(OC)c1OC	8.8%	2.0%	i	i	-0.1%	-10.4%	-1.4%	1.8%	-2.8%	7.5%	-0.6%
CN1C(=O)c2ccccc2N(C)C1c1ccc2c(c1)OCO2 (stereo not given)	12.0%	3.1%	i	i	2.1%	5.5%	13.5%	7.2%	31.6µM*	-0.3%	0.7%
CC(C)CC(OC(=O)c1ccco1)C(=O)NCC1CCCO1 (stereo not given)	8.2%	-2.4%	i	i	0.7%[57.5 µM]	-2.7%	0.6%	-8.0%	19.9%	0.6%	-0.7%
CC(=O)N1[C@H](Cc2ccccc2)C=C[C@]1(C)C(=O)NCc1ccccn1	7.7%	/	/	/	-0.5%	-8.1%	-4.9%	-11.2%	-4.2%	-4.3%	-3.6%
CCOc1ccccc1CN(CCc1ccc2c(c1)OCO2)Cc1ccccn1	5.8%	1.4%	/	/	1.3%	0.1%	-2.9%	-6.2%	-15.0%	12.7%	0.7%
CCCC/C=C/C(NC(=O)c1cccs1)c1ccccc1 (stereo not given)	/	/	/	/	-2.0%	18.7%	0.9%	-13.2%	-9.1%	16.2%	?
O=C(NCCc1ccc(Cl)cc1)C1CCN(c2cnccn2)CC1	-6.8%	-14.1%	i	?	-0.1%[57.5 µM]	-4.5%	-3.7%	-2.7%	-7.0%	-4.1%	1.2%
O=C(Nc1cccc(O)c1)c1ccc(Br)c(S(=O)(=O)N2CCCCC2)c1	2.3%[11.4 µM]	2.4%	/	/	-3.6%[0.0738 µM]	?	-8.8%[7.6 µM]	-3.6%[11.4 µM]	-3.9%[11.4 µM]	58.3%[11.4 µM]	-3.7%[11 µM]
CC(=O)c1c(O)cc(C)n(Cc2ccccc2)c1=O	1.9%	-2.4%	i	?	-1.6%	-21.4%	28.3%	-0.8%	-0.6%	?	-4.0%
Cc1cc(C)c2nc(C(F)(F)F)nc(N3CCN(C(=O)c4ccco4)CC3)c2c1	-7.0%	2.4%	i	i	0.8%	?	-11.4%	0.0%	?	89.0%	-1.4%
COc1ccc(CCNC(=O)c2nnn(-c3ccccc3OC)c2N)cc1OC	4.8%	-2.8%	i	i	-1.5%	32.2%	12.5%	2.9%	6.8%	2.7%	-1.6%
Clc1ccccc1-c1cc(NCCN2CCOCC2)ncn1	?	2.1%[2.29 µM]	i	i	-0.1%	-16.0%	-5.2%	5.8%	?	0.7%	-1.1%
CC(C)(C)OC(=O)N1CCN(c2ccc(NC(=O)c3cc4ccccc4oc3=O)cc2)CC1	-5.4%	1.3%	i	i	-2.8%	5.4%	9.5%	-1.9%	3.7%	3.4%	-5.1%
CN1CCN2c3ccccc3Cc3ccccc3[C@@H]2C1	-13.0%[25.6 µM]	0.4%	i	?	1.0%[20.6 µM]	-8.1%	?	1.3%	3.6%	?	-2.9%
O=C(COc1ccccc1)Nc1ccc(Cl)c(-c2nc3ncccc3o2)c1	9.9%	-0.7%	i	i	-1.5%	-0.6%	-3.1%	-5.3%	-3.2%	12.7%	-4.9%
CCOC(=O)c1ccc(NC(=O)CC2Sc3ncnn3C2=O)cc1 (stereo not given)	-26.1%	-1.6%	i	?	4.2%	-9.6%	1.9%	2.6%	-10.2%	-7.2%	-3.6%
COC(=O)C1CCN(C(=O)COc2cc3sc(C)nc3c3sccc23)CC1	3.6%	-0.2%	i	i	0.7%	-24.7%	?	0.6%	-8.0%	15.0%	-2.1%
O=C(Cc1nc2ccccc2[nH]1)NCc1ccco1	20.0%	1.8%	i	i	3.6%[57.5 µM]	0.4%	?	-6.6%	-3.7%	6.5%	-4.1%
O=C(c1ccncc1)N1CCN(C(=O)c2ccco2)CC1	4.9%	0.6%	i	i	0.4%	-10.8%	-3.8%	-1.3%	0.9%	9.0%	-2.3%
CN1CCN(CC(=O)Nc2cccc3ccccc23)CC1	1.2%[11.4 µM]	3.8%[11.4 µM]	i	i	4.8%[9.22 µM]	13.7%[11.5 µM]	-8.5%[7.6 µM]	-7.3%[11.4 µM]	-1.5%[11.4 µM]	14.0%[11.4 µM]	0.4%[11 µM]
CCc1nnc(NC(=O)CSc2nnc(-c3ccoc3C)n2-c2cccc(C)c2)s1	-1.9%	-0.2%	i	i	-0.1%[57.5 µM]	18.7%	?	-0.9%	-2.1%	9.9%	0.4%
Nc1nc2ccc(C(=O)Nc3ccccc3)cc2s1	-4.2%	?	i	i	/	?	-7.1%	-0.9%	-9.4%	6.7%	-0.7%
COC(=O)c1cc2c(cc1NC(=O)CSCCc1ccccn1)OCO2	9.7%	0.4%	i	i	0.8%	10.1%	-11.9%	0.1%	-5.3%	-9.0%	-6.5%
CCCC(c1nnnn1C1CCCC1)N1CCN(C(=O)c2ccco2)CC1 (stereo not given)	12.9%	1.3%	i	?	/	-4.7%	2.9%	-5.9%	1.8%	6.4%	-0.8%
CCOC(=O)C1CCN(c2ncnc3c2cnn3-c2ccccc2)CC1	0.7%	-0.8%	i	i	1.3%	-21.6%	?	-2.1%	6.6%	15.9%	5.8%
O=S(=O)(c1ccc(Cl)s1)N1CCN(C/C=C/c2ccccc2)CC1	-3.4%	4.6%	i	i	0.0%[57.5 µM]	-4.2%	-7.1%	2.6%	-1.9%	-11.4%	4.8%
O=S(=O)(c1cccc(-c2nnc(-c3cccnc3)o2)c1)N1CCCCC1	8.0%	2.7%	/	/	-0.6%[9.22 µM]	?	?	3.7%	9.6%	19.3%	-2.5%
COC1CCCCC1NS(=O)(=O)c1ccc(Cl)cc1 (stereo not given)	-1.2%	-0.5%	/	/	-0.5%	-4.4%	-3.7%	0.2%	2.7%	-1.9%	0.8%

The list is partial, so the mix of outcomes need not match the whole.
